# hcGAS lum = Primary biochemical luminescence assay for human cyclic GMP-AMP synthase inhibitors; inhibition, % at 12.5 µM; AID 1259398, 2018; recombinant h-cGAS, ATP depletion, Kinase-Glo luminescence; Q8N884; actives 0.081% (n = 290,000);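 note: 0% = vehicle reaction and 100% = reaction without DNA for no activity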
# Target sequence (Q8N884 whole entry, looked up): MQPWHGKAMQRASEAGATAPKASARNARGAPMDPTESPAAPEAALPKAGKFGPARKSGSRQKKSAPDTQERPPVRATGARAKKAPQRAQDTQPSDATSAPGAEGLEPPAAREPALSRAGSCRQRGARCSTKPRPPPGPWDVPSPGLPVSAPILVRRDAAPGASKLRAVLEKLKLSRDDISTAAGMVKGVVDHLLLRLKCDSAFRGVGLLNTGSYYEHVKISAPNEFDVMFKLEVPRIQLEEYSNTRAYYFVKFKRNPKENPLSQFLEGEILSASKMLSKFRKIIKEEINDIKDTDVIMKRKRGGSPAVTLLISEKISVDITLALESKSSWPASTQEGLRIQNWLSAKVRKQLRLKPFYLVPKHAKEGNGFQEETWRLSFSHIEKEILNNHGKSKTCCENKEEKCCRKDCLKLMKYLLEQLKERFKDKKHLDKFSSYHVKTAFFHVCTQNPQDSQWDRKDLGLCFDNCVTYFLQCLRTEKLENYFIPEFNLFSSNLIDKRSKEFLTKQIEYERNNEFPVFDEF
# mcGAS lum = cyclic GMP-AMP synthase inhibitors, mouse, primary biochemical chemiluminescence | recombinant cGAS, Kinase-Glo ATP depletion luminescence | inhibition, % at 12.5 µM | actives 0.15% (n = 160,000) | AID 1259399, 2018;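 note: 0% = negative control wells and 100% = reference inhibitor with no enzyme activity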
# NPYLR7 ag = agonists of mosquito NPYLR7 receptor, primary screen, cell-based, Aedes aegypti, calcium fluorescence, mosquito biting behavior; Aedes aegypti neuropeptide Y-like receptor 7 (NPYLR7); HEK293T NPYLR7/Galpha15, GCaMP6s calcium fluorescence; activation, % at 10 µM; actives 0.15% (n = 270,000); AID 1259423, 2018; in the data active = activation above about 40%;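 note: 0% = vehicle and 100% = reference agonist at the receptor; some compounds past the cut are filed as inactive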
# An asterisk follows results filed as active; · = not tested or not shown; + = active, no number; & = joins results of further samples. Cut-off read from the data, not from the text of the source, unless noted: active = inhibition above about 40%; inactive = the rest.
SMILES,hcGAS lum,mcGAS lum,NPYLR7 ag
N#Cc1ccc(OC(C(=O)N2CCCC2)c2ccccc2)cc1 (stereo not drawn),-7,·,-1
O=C(C(Cc1ccccc1)n1cnnn1)N1CCC2(CCCO2)CC1 (stereo not drawn),-6,-14,7
COc1nc(C)c(C(=O)N2[C@@H]3CC[C@H]2CNC(=O)C3)s1,-7,-14,1
O=C(c1ccc(Cl)c(S(=O)(=O)NC2CC2)c1)N1CCCC1c1ccc2c(c1)OCCO2 (stereo not drawn),1,·,9
C=C(Br)CSc1nnc(Cc2cccc(OC)c2)o1,-8,·,-2
Cc1cc(C)c2c(CC(=O)NC(C)c3cnn(C)c3)coc2c1 (stereo not drawn),0,·,5
Cn1c(CN2CCCC(CCC(=O)NCc3ccccc3F)C2)nc2ccccc21 (stereo not drawn),-1,·,33
COC(=O)c1ccc(N2C(=O)CC(N3CCSCC3)C2=O)cc1 (stereo not drawn),-5,-6,-1
C=C(NN=c1sc2ccccc2n1C)c1ccc2c(c1)OCO2,-4,·,3
O=C(NCc1cccs1)c1cccnc1N1CCN(C(=O)c2c(F)cccc2Cl)CC1,2,-6,11
Cc1cc(C(=O)N2CCCC(C(=O)c3ccc(Cl)cc3C)C2)nc(C)n1 (stereo not drawn),-10,-10,18
CCNC(=O)Nc1ccc(N(C)C)c(CN(C(=O)C(CC)c2ccccc2)C2CC2)c1 (stereo not drawn),7,-6,3
COCCN1C(=O)CC(CC(=O)N(C)Cc2csc(C)n2)(c2ccccc2Cl)C1=O (stereo not drawn),-11,-13,16
CCOC(=O)c1c(-c2ccccc2)csc1NC(=O)C(C)(C)C,-4,-5,-2
CN(Cc1ccc2ccccc2n1)C(=O)c1ccc(-c2cccc3c2OCC3)nc1,-3,0,10
CN(C)c1ccc(C=CC(=O)c2ccc(S(=O)(=O)N3CCCCCC3)cc2)cc1[N+](=O)[O-],-5,·,-1
CN(c1ccccc1)N1CC(C(=O)NCCOc2ccccc2)CC1=O (stereo not drawn),-5,-5,-1
O=C1c2cc(Cl)c(Cl)cc2C(=O)N1CCn1cncn1,-4,·,5
CC(C)SCCn1cc2ncccc2c1O,-2,·,-8
Cc1ccc(CN(Cc2ccccc2)C(=O)CNCCN2CCCC2)s1,-7,-5,-9
O=C(Nc1cc(C(F)(F)F)cc(C(F)(F)F)c1)c1cccn(OCc2ccc(F)cc2)c1=O,-7,-7,2
CC1CCCCN1c1nc2nonc2nc1N1CCCCC1C (stereo not drawn),-2,-5,27
COc1ccc(-n2nnc3c(SCC(=O)N4CCCCC4)ncnc32)cc1,-5,-7,18
Cc1cc(C)n(-c2cccc(C(=O)N3C[C@@H]4[C@@H]5CC[C@@H](C5)[C@@H]4C3)c2)n1,-3,-10,7
O=C(OCc1ccccc1F)c1cc2ccccc2c(=O)[nH]1,1,·,3
COc1cc(/C=N\NC(=O)c2nonc2N)c(Br)cc1O,-11,·,-12
CCOC(=O)CCC(=O)N(CC(=O)N1CC(=O)N(c2ccc(OC)cc2)C1)CC(C)C,-6,-4,10
Cc1nc2c(OCCOc3ccccc3)cccn2c1N(C)C(=O)CCC1CCCC1,-9,-6,-5
CC(=O)Oc1c(-c2ccccc2)c(=O)n2c3c(cccc13)CC2,8,·,-4
Cc1ccc(-n2nc(C)c(-c3ccccc3)c2NC(=O)CN(CC(C)C)C(=O)c2ccc(F)cc2)cc1,-9,-5,0
CCc1nc(C)ccc1OCC(=O)N1CCOC(Cc2ccccc2)C1 (stereo not drawn),-5,-14,·
CCOC(=O)c1cc(-c2ccc(F)cc2)n(C2CCN(S(=O)(=O)c3ccc(OC(F)(F)F)cc3)CC2)n1,-2,-6,16
CCOC(=O)C1CCCN(C(=O)CC(c2cccc(F)c2)c2cn(Cc3ccccc3)c3ccc([N+](=O)[O-])cc23)C1 (stereo not drawn),-9,-3,-2
COc1cccc(COC(CN2CCN(C(=O)c3sc4ccccc4c3Cl)CC2)c2ccc(Cl)cc2)c1 (stereo not drawn),1,-4,·
O=C(Cn1nnnc1CN1CCCCCC1)NCC1(c2ccccc2)CCCC1,-10,·,7
CN(Cc1ccc2ccccc2n1)C1CCN(C(=O)C2CCC2)CC1,-5,-18,1
Cc1cc(N)nc(SCC(=O)NCc2ccc(Cl)cc2)n1,-4,·,-6
C#CCOc1ccc(N(C)Cc2ccccn2)cc1,-5,·,4
Cc1cccc(OCC(=O)Oc2coc(CSc3ncccn3)cc2=O)c1,-3,-6,-14
CCOC(=O)/C=C(\C)Nc1cc(-c2ccc(Cl)cc2)[nH]n1,-3,-5,-7
O=C(C1CCN(c2nc(-c3ccccc3)nc3c2CCC3)CC1)N1CCc2ccccc2C1,-1&-7,-5&-4,8&-3
COc1cc(N=C(N)N=C(N)N)c(OC)cc1Cl,-4,·,2
Cc1csc(SCCn2c(N3CCCC3)nc3c2c(=O)[nH]c(=O)n3C)n1,-5,-9,9
CC(=O)OCC1=C(C(=O)O)N2C(=O)[C@@H](NC(=O)CSc3ccncc3)[C@H]2SC1,1&-4&1,-4,-4&-7&6
CCCCNC(=O)c1cc(S(=O)(=O)N2CCCC2)ccc1Cl,-4,·,2
COc1ccc(CCOc2nc(-c3ccc(OC)cc3)n(-c3ccc(N)cc3)n2)cc1,-6,·,0
COCCCn1c(C(=O)Nc2ccc(C(C)C)cc2)cc2c(=O)n(C)c(=O)n(C)c21,-3,-6,-1
CN(Cc1cnn(-c2ccc(F)cc2)c1)Cc1nc(-c2cccs2)no1,-10,-13,15
Cc1cccc(-n2nc(-c3cccn3C)cc2C(=O)N2CCN(c3cccc(C(F)(F)F)c3)CC2)c1,-6,-6,0
COc1cc(Br)c(S(=O)(=O)Nc2ccccc2Cl)cc1OC,-3,·,-3
COc1ccccc1C(=O)c1c(NC(=O)CN2CCN(C)CC2)sc2c1CCCC2,-4,·,-5
COCCNC(=O)C1CCC(c2cccc(C)c2)N(C(=O)NC(C)C)C1 (stereo not drawn),-11,·,24
CCn1c(CNC(=O)CN2CCSC2=O)nc2ccccc21,2,·,1
CN(C)S(=O)(=O)c1ccc(OCCN2CCc3sccc3C2C2CC2)cc1 (stereo not drawn),-6,·,0
O=C(c1ccc(-c2cc(-c3ccccc3)n[nH]2)cc1)N1Cc2ccccc2C1,3,5,-2
O=C(CN1CCc2sccc2C1c1ccc(Cl)cc1)N1CCCN(C(=O)c2ccc([N+](=O)[O-])cc2)CC1 (stereo not drawn),-2,-3,4
Cc1ccc(C)c(OCC(=O)NC(=S)N2CCOCC2)c1,1,·,3
Cc1nn(CN(C)C2C3CC4CC(C3)CC2C4)c(=S)n1C (stereo not drawn),-2,·,4
CC(=O)c1cc(Br)cc(Br)c1O,-6,-4,-4
O=C1CCC(C(=O)N2CCc3c(Cl)cccc3C2)CN1CCc1ccccn1 (stereo not drawn),0&-8,·,7&0
# Next results:
SMILES,hcGAS lum,mcGAS lum,NPYLR7 ag
CCC(CC)C(=O)N1CC[C@@H]2COCCN(Cc3cccnc3)[C@@H]2C1,-4,-5,·
CN(C(=O)NCCOc1ncc(C(F)(F)F)cc1Cl)C1CC1,-8,·,8
COC(=O)CN(C(=O)c1ccsc1)C1CCCC1,3,·,3
CCN1CCN(C2=CC3=CC(=C(C#N)C#N)CCC3CC2)CC1 (stereo not drawn),-9,-3,+
COC(=O)C(C)Sc1nnc(CNC(=O)c2cccc(C(F)(F)F)c2)o1 (stereo not drawn),0,-1,1
O=C1CSC(c2ccc(OC(F)F)cc2)N1c1ccccn1 (stereo not drawn),-5,·,-3
CCc1ccccc1NC(=O)c1nnn(Cc2nc(-c3cccc(OC)c3OC)oc2C)c1C,-5,-8,4
Cc1nc2ncnn2c(N2CCN(C(=O)c3ccc(F)cc3F)CC2)c1Cc1ccccc1,-1,-4,·
O=C(O)c1cccnc1SC1CC(=O)N(c2ccccc2)C1=O (stereo not drawn),-3,·,3
Cc1cc(C(=O)N(Cc2ccccn2)c2nc3c(F)cccc3s2)nn1C,-2,·,4
CCCCN(C(=O)c1cnc(C)cn1)c1c(N)n(CCC)c(=O)[nH]c1=O,5,·,-2
CCn1nc(C(=O)N(CCCN(C)C)c2nc3cc(C)cc(C)c3s2)cc1C,4,·,1
Cc1cccc(C)c1Nc1nnc(C(O)c2cccs2)s1 (stereo not drawn),-3,-7,2
CC1=C(C(=O)O)N2C(=O)C(NC(=O)c3ccn(C)n3)C2SC1 (stereo not drawn),-8,-4,3
O=C(NCc1ccccn1)c1nn(-c2ccc(Cl)cc2)c(=O)n(Cc2ccccc2F)c1=O,0,2,-12
Cc1nccc(C(=O)NC2C(C)(C)C(NC(=O)c3ccnc(C)n3)C2(C)C)n1 (stereo not drawn),-8,·,1
CC(=O)c1cc(CC(=O)NCc2ccc(F)cc2F)cs1,-9,·,-1
CCN(Cc1ccncc1)C(=O)C12CC3CC(O)(CC(CC)(C3)C1)C2 (stereo not drawn),-7,-5,·
CC1CCCCN1C(=O)Cn1c2ccc(F)cc2c2ncn(Cc3ccccc3)c(=O)c21 (stereo not drawn),-5,-7,-4
CN(C)C(C)(C)CNCc1cnn(C2(C)CCS(=O)(=O)C2)c1 (stereo not drawn),-3,·,2
O=S(=O)(Nc1ccc(Sc2ncn[nH]2)cc1)c1ccccc1Cl,-7,-16,6
COc1ccc(C2CC(C(F)(F)F)n3nc(C(=O)Nc4cccc(O)c4)cc3N2)cc1 (stereo not drawn),0,·,2
Cc1nccn1CCC1CCCCN1C(=O)c1cn(Cc2ccccc2Cl)nn1 (stereo not drawn),-6,-9,2
c1cncc(-n2cccc2CN2CCCC(Nc3ccc4c(c3)OCCO4)C2)c1 (stereo not drawn),-1,·,9
COc1ccc(OC)c(CNC(=O)CCN2CCCCO2)c1,0,-20,-1
Cc1ccc(C(C)NC(=O)Nc2ccccc2C(C)C)o1 (stereo not drawn),-10,-16,4
N#Cc1ccc(/C=C2/SC(=Nc3ccccc3)NC2=O)cc1,-2,-4,-13
CCOc1ccc(-n2c(C(CC)N(CCCOC)C(=O)c3ccc(C(F)(F)F)cc3)nc3ccccc3c2=O)cc1 (stereo not drawn),-3,-3,13
CCc1c(C)nc(-n2nc(C)cc2NC(=O)Cc2ccc(OC)cc2)[nH]c1=O,-10,-7,8
N#C/C(=N\Nc1ccccc1)c1nc(-c2ccc(Cl)cc2)cs1,-6,·,4
Cc1ccc(C(=O)C2C(c3ccc(Cl)cc3)NC(=O)NC2(O)C(F)(F)F)cc1 (stereo not drawn),-6,-7,2
N#CC(c1nc2ccccc2nc1N1CCNCC1)S(=O)(=O)c1cc(Cl)ccc1Cl (stereo not drawn),-5,·,1
Cc1cc(CC(C)NC(=O)c2sc(C(C)C)nc2C)n[nH]1 (stereo not drawn),-10,-12,-2
CCOC(=O)c1nc2ccccc2nc1N1CCCN(C(=O)c2cncc(Br)c2)CC1,-4,-7,3
CCOC(=O)N1CCN(C(=O)c2ccc(C#Cc3ccccc3)cc2)CC1,0,-3,2
CCOC(=O)c1ccc(OC2CC3CCC(C2)N3C(=O)c2ccc(CSc3ccc(OC)c(OC)c3)cc2)cc1 (stereo not drawn),-7,-7,20

# Of the compounds above, 15 have an aryl methoxy group.
SMILES,hcGAS lum,mcGAS lum,NPYLR7 ag
COc1nc(C)c(C(=O)N2[C@@H]3CC[C@H]2CNC(=O)C3)s1,-7,-14,1
C=C(Br)CSc1nnc(Cc2cccc(OC)c2)o1,-8,·,-2
COc1ccc(-n2nnc3c(SCC(=O)N4CCCCC4)ncnc32)cc1,-5,-7,18
COc1cc(/C=N\NC(=O)c2nonc2N)c(Br)cc1O,-11,·,-12
CCOC(=O)CCC(=O)N(CC(=O)N1CC(=O)N(c2ccc(OC)cc2)C1)CC(C)C,-6,-4,10
COc1cccc(COC(CN2CCN(C(=O)c3sc4ccccc4c3Cl)CC2)c2ccc(Cl)cc2)c1 (stereo not drawn),1,-4,·
COc1cc(N=C(N)N=C(N)N)c(OC)cc1Cl,-4,·,2
COc1ccc(CCOc2nc(-c3ccc(OC)cc3)n(-c3ccc(N)cc3)n2)cc1,-6,·,0
COc1cc(Br)c(S(=O)(=O)Nc2ccccc2Cl)cc1OC,-3,·,-3
COc1ccccc1C(=O)c1c(NC(=O)CN2CCN(C)CC2)sc2c1CCCC2,-4,·,-5
CCc1ccccc1NC(=O)c1nnn(Cc2nc(-c3cccc(OC)c3OC)oc2C)c1C,-5,-8,4
COc1ccc(C2CC(C(F)(F)F)n3nc(C(=O)Nc4cccc(O)c4)cc3N2)cc1 (stereo not drawn),0,·,2
COc1ccc(OC)c(CNC(=O)CCN2CCCCO2)c1,0,-20,-1
CCc1c(C)nc(-n2nc(C)cc2NC(=O)Cc2ccc(OC)cc2)[nH]c1=O,-10,-7,8
CCOC(=O)c1ccc(OC2CC3CCC(C2)N3C(=O)c2ccc(CSc3ccc(OC)c(OC)c3)cc2)cc1 (stereo not drawn),-7,-7,20

# Grouped by structure: the entries above containing a furan ring, fused or not
SMILES,hcGAS lum,mcGAS lum,NPYLR7 ag
Cc1cc(C)c2c(CC(=O)NC(C)c3cnn(C)c3)coc2c1 (stereo not drawn),0,·,5
Cc1ccc(C(C)NC(=O)Nc2ccccc2C(C)C)o1 (stereo not drawn),-10,-16,4

# Screening results (PubChem)
